Compound activity as filed in PubChem BioAssay.
PAFAH1B3 inh = PAFAH1B3 enzyme inhibitors, primary screen, biochemical, fluorescence polarization, human; Platelet-activating factor acetylhydrolase IB subunit alpha1 (Homo sapiens), Q15102; recombinant PAFAH1B3, FP-rhodamine probe; inhibition, % at 3.39 µM; actives 0.28% (n = 340,000); AID 492972, 2010;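 active = inhibition above the screen-wide average of all tested compounds plus 3 SD, cut at about 25% in these data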;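 also: 0% = enzyme with DMSO only and 100% = wells lacking PAFAH1B3 protein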
Target sequence (Q15102 whole entry, looked up): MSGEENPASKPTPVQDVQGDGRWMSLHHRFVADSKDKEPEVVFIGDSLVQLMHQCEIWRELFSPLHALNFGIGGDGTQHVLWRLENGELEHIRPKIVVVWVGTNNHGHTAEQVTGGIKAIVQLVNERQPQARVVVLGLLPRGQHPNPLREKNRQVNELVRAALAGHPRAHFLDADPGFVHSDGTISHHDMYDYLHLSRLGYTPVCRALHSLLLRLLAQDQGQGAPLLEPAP
LYPLA1 counter = LYPLA1 inhibitors, primary screen, counter-screen for PME1 inhibitor project, biochemical, fluorescence polarization, FP-Rh probe ABPP; Acyl-protein thioesterase 1 (Homo sapiens), O75608; recombinant LYPLA1; inhibition, % at 5.9 µM; actives 0.16% (n = 320,000); AID 2174, 2009;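 active = inhibition above the mean of all tested compounds plus 3 SD, set per campaign, cut at about 14% in these data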;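 also: inhibitors block serine hydrolase probe labeling of LYPLA1 so polarization falls; 0% = enzyme with DMSO and 100% = wells lacking LYPLA1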
Target sequence (O75608 whole entry, looked up): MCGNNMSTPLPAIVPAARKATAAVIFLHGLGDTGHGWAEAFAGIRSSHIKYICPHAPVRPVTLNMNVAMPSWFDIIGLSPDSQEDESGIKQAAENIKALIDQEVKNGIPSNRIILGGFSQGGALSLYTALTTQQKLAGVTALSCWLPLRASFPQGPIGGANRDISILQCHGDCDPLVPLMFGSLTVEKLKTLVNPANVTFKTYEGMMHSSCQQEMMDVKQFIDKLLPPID
ZTA counter = counter-screen for EBNA-1 inhibitors: inhibitors of Epstein-Barr virus ZTA; AID 2234; P03206; ZTA-DNA binding, fluorescence polarization; inhibition, % at 11 µM; actives 0.15% (n = 320,000); in the data active = inhibition above about 33%
PREPL inh = PREPL enzyme inhibitors, primary screen, biochemical, fluorescence polarization. recombinant PREPL, fluorescence polarization activity-based probe. actives 0.68% (n = 320,000). inhibition, % at 5.96 µM. Prolyl endopeptidase-like (Homo sapiens), Q4J6C6. AID 2751, 2010; in the data active = inhibition above about 43%;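 also: 0% = enzyme with DMSO and 100% = wells lacking enzyme; many of its hits are not listed in these tables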
PAD4 inh = human PAD4 inhibitors, primary screen, biochemical, fluorescence polarization, 1536-well format; Protein-arginine deiminase type-4 (Homo sapiens), Q9UM07; actives 0.41% (n = 330,000); inhibition, % at 6.36 µM; recombinant PAD4, RCA probe fluorescence polarization;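 active = percent inhibition above a cutoff equal to the mean of all tested compounds plus 3 SD, cut at about 15% in these data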;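 also: 0% = PAD4 with RCA probe and DMSO and 100% = probe without PAD4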
LYPLA2 counter = LYPLA2 inhibitors, primary screen, counter-screen for PME1 inhibitor project, biochemical, fluorescence polarization, FP-Rh probe ABPP | inhibition, % at 5.9 µM | Acyl-protein thioesterase 2 (Homo sapiens), O95372 | recombinant LYPLA2 | actives 0.38% (n = 320,000) | AID 2177, 2009;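 active = inhibition above the screen-wide mean plus 3 SD, limit set per campaign, cut at about 26% in these data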;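 also: 0% = LYPLA2 with DMSO and 100% = wells lacking LYPLA2 enzyme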
Target sequence (O95372 whole entry, looked up): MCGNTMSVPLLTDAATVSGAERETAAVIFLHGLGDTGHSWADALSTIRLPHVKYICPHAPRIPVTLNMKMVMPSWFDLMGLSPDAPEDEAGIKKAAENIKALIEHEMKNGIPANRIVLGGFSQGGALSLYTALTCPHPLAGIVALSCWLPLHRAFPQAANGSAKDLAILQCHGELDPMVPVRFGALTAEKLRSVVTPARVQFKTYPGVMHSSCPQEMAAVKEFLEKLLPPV
GSTO1 counter = inhibitors of recombinant GSTO1, primary screen, counter-screen for RBBP9 inhibitor project, biochemical, fluorescence polarization; activity-based probe fluorescence polarization; inhibition, % at 5.96 µM; actives 1.1% (n = 300,000);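 active = inhibition above the campaign mean inhibition plus 3 SD, cut at about 35% in these data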;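 also: 0% = GSTO1-1 with DMSO and 100% = wells lacking GSTO1-1 enzyme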
Target sequence (P78417 whole entry, looked up): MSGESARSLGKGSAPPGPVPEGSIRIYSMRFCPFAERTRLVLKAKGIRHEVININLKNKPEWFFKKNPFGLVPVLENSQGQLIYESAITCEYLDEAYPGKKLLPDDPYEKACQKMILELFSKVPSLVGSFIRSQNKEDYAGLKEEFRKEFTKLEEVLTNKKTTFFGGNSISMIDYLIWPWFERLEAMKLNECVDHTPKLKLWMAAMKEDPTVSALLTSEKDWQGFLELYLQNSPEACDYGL
PAFAH2 inh = PAFAH2 enzyme inhibitors, primary screen, biochemical, fluorescence polarization, human. inhibition, % at 3.39 µM. recombinant PAFAH2, FP-rhodamine activity probe. Platelet-activating factor acetylhydrolase 2, cytoplasmic (Homo sapiens), Q99487. actives 0.99% (n = 340,000). AID 492956, 2010;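 active = inhibition above the mean over all tested compounds plus 3 SD, cut at about 30% in these data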;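 also: inhibitors block probe labeling of enzyme so polarization drops; 0% = enzyme with DMSO and 100% = wells lacking PAFAH2 protein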
EBNA-1 inhibitor = EBNA-1 DNA-binding inhibitors, primary screen, biochemical, fluorescence polarization | actives 0.34% (n = 300,000) | inhibition, % at 14.8 µM | AID 1950, 2009; in the data active = inhibition above about 28%
Numbers without * were called inactive. These rows are one share of the data; count on the stated rates, not on these rows.

Results for CCn1c(SCC(=O)Nc2ccc(N3CCOCC3)cc2)nnc1C1CC1 ?
PAFAH1B3 inh: -1; LYPLA1 counter: -1; ZTA counter: -18; PREPL inh: 5; PAD4 inh: 2; LYPLA2 counter: -1; PAFAH2 inh: 3

Results for O=C(COc1ccccc1)N1CCN=C1SCc1cccnc1 ?
PAFAH1B3 inh: 3; LYPLA1 counter: 2; ZTA counter: 11; PREPL inh: 21; PAD4 inh: 4; LYPLA2 counter: 5; GSTO1 counter: -2; PAFAH2 inh: -8; EBNA-1 inhibitor: 6

Results for CCC1(c2ccccc2)NC(=O)N(CC(=O)NNC(=O)COc2ccc(Cl)cc2C)C1=O (configuration not stated) ?
PAFAH1B3 inh: 0; LYPLA1 counter: -2; ZTA counter: 19; PREPL inh: -27; PAD4 inh: -1; LYPLA2 counter: 1; PAFAH2 inh: 7

What do the screens show for `COc1cccc(CNC(=O)CCC2CCCN(C(=O)c3ccccc3N(C)C)C2)c1` (configuration not stated)?
PAFAH1B3 inh: 3; LYPLA1 counter: 4; ZTA counter: -9; PREPL inh: 3; PAD4 inh: 1; LYPLA2 counter: -4; GSTO1 counter: 0; PAFAH2 inh: 0; EBNA-1 inhibitor: 6

How did O=C(CN1C(=O)NC2(CCCCC2)C1=O)NCC(=O)Nc1ccc(F)c(F)c1 do in these assays?
PAFAH1B3 inh: -3; LYPLA1 counter: -1; ZTA counter: -9; PREPL inh: 5; PAD4 inh: 2; LYPLA2 counter: -4; GSTO1 counter: 3; PAFAH2 inh: -4; EBNA-1 inhibitor: -15

Results for COc1ccc(C(=O)CSc2nnc(NC(=O)C3CC(=O)N(c4ccccc4C)C3)s2)cc1 (configuration not stated) ?
PAFAH1B3 inh: 8; LYPLA1 counter: -2; ZTA counter: 1; PREPL inh: -7; PAD4 inh: -9; LYPLA2 counter: 3; GSTO1 counter: 0; PAFAH2 inh: 6; EBNA-1 inhibitor: -14

How did Cc1cccc(NC(=O)NNC(=O)c2cc3occc3[nH]2)c1C do in these assays?
PAFAH1B3 inh: 3; LYPLA1 counter: -2; ZTA counter: -14; PREPL inh: 15; PAD4 inh: -2; LYPLA2 counter: -8; GSTO1 counter: 7; PAFAH2 inh: -2; EBNA-1 inhibitor: -2

Results for Cc1cc(=O)[nH]c(-c2ccc(C(F)(F)F)cc2)n1 ?
PAFAH1B3 inh: 1; LYPLA1 counter: 4; ZTA counter: -18; PREPL inh: 9; PAD4 inh: -2; LYPLA2 counter: 6; GSTO1 counter: 7; PAFAH2 inh: 0; EBNA-1 inhibitor: -1

How did O=C(NCCCN1CCN(c2cccc(Cl)c2)CC1)C1(S(=O)(=O)c2ccc(Cl)cc2)CC1 do in these assays?
PAFAH1B3 inh: 5; LYPLA1 counter: 6; ZTA counter: -11; PREPL inh: -7; PAD4 inh: 2; LYPLA2 counter: 15; GSTO1 counter: 3; PAFAH2 inh: -1; EBNA-1 inhibitor: -7

How did CCOC(=O)C1CCN(c2ncnc3c2cnn3-c2ccc(OC)cc2)CC1 do in these assays?
PAFAH1B3 inh: -3; LYPLA1 counter: 1; ZTA counter: -2; PREPL inh: -3; PAD4 inh: -2; LYPLA2 counter: 7; GSTO1 counter: -4; PAFAH2 inh: -5; EBNA-1 inhibitor: 7

How did COc1ccc(C(=O)C(Sc2nnc(C)c(=O)[nH]2)c2ccc(OC)cc2)cc1 (configuration not stated) do in these assays?
PAFAH1B3 inh: 3; LYPLA1 counter: -1; ZTA counter: -6; PREPL inh: -13; PAD4 inh: -3; LYPLA2 counter: 1; GSTO1 counter: 7; PAFAH2 inh: -5; EBNA-1 inhibitor: 7

Results for CCCC(=O)N=C1SC2CS(=O)(=O)CC2N1c1ccc(CC)cc1 (configuration not stated) ?
PAFAH1B3 inh: 5; LYPLA1 counter: 2; ZTA counter: -4; PREPL inh: -6; PAD4 inh: -4; LYPLA2 counter: 7; GSTO1 counter: 3; PAFAH2 inh: 2; EBNA-1 inhibitor: -9

What do the screens show for `C=CCNC(=O)/C(C#N)=C/c1cn(-c2ccccc2)nc1-c1cccs1`?
PAFAH1B3 inh: -1; LYPLA1 counter: 0; ZTA counter: -2; PREPL inh: 5; PAD4 inh: 2; LYPLA2 counter: 7; GSTO1 counter: 7; PAFAH2 inh: -11; EBNA-1 inhibitor: 17

Results for CCOC(=O)C1=NNC(C(=O)c2ccccc2)C1c1ccc(Cl)cc1 (configuration not stated) ?
PAFAH1B3 inh: 8; LYPLA1 counter: 2; ZTA counter: 12; PREPL inh: 6; PAD4 inh: 1; LYPLA2 counter: 4; GSTO1 counter: -6; PAFAH2 inh: -9; EBNA-1 inhibitor: -3

Results for N#C/C(=C\c1cccs1)C(=O)Nc1nccs1 ?
PAFAH1B3 inh: 14; LYPLA1 counter: -2; ZTA counter: -10; PREPL inh: 3; PAD4 inh: 0; LYPLA2 counter: 1; GSTO1 counter: 5; PAFAH2 inh: 2; EBNA-1 inhibitor: 2

How did Cc1ccc(S(=O)(=O)N2CCC(C(N)=O)CC2)cc1C(=O)NC1CCCCC1 do in these assays?
PAFAH1B3 inh: -1; LYPLA1 counter: 3; ZTA counter: -2; PREPL inh: 7; PAD4 inh: -3; LYPLA2 counter: 0; GSTO1 counter: 1; PAFAH2 inh: 10; EBNA-1 inhibitor: -8

What do the screens show for `CCC(C)(C)NC(=O)CN(Cc1ccc2c(c1)OCO2)C(=O)CCC(=O)Nc1ccccn1`?
PAFAH1B3 inh: 2; LYPLA1 counter: 1; ZTA counter: 4; PREPL inh: -9; PAD4 inh: -6; LYPLA2 counter: -1; GSTO1 counter: 5; PAFAH2 inh: 7; EBNA-1 inhibitor: -5

How did O=C(CSc1n[nH]c(-c2ccncc2)n1)Nc1ccccc1C(F)(F)F do in these assays?
PAFAH1B3 inh: 3; LYPLA1 counter: 1; ZTA counter: -2; PREPL inh: -5; PAD4 inh: -1; LYPLA2 counter: 3; GSTO1 counter: -1; PAFAH2 inh: 8; EBNA-1 inhibitor: -4

Results for Cc1ccc(NC(=O)C2C(=O)N(CCO)C3(C)CC2c2ccccc2O3)cc1 (configuration not stated) ?
PAFAH1B3 inh: 0; LYPLA1 counter: 1; ZTA counter: -6; PREPL inh: 3; PAD4 inh: 2; LYPLA2 counter: 6; GSTO1 counter: 1; PAFAH2 inh: 6; EBNA-1 inhibitor: 6

What do the screens show for `CCC(C)N1C(=S)SC(C)(C)C1N(O)C(=O)NC1CCCCC1` (configuration not stated)?
PAFAH1B3 inh: 3; LYPLA1 counter: -2; ZTA counter: -7; PREPL inh: 18; PAD4 inh: 10; LYPLA2 counter: -2; GSTO1 counter: 6; PAFAH2 inh: 0; EBNA-1 inhibitor: -9

Random excerpt: two records from the list.
Results for CCOC(=O)C1=NNC(C(=O)c2ccccc2)C1c1ccc(Cl)cc1 (configuration not stated) ?
PAFAH1B3 inh: 8; LYPLA1 counter: 2; ZTA counter: 12; PREPL inh: 6; PAD4 inh: 1; LYPLA2 counter: 4; GSTO1 counter: -6; PAFAH2 inh: -9; EBNA-1 inhibitor: -3

What do the screens show for `CCC(C)N1C(=S)SC(C)(C)C1N(O)C(=O)NC1CCCCC1` (configuration not stated)?
PAFAH1B3 inh: 3; LYPLA1 counter: -2; ZTA counter: -7; PREPL inh: 18; PAD4 inh: 10; LYPLA2 counter: -2; GSTO1 counter: 6; PAFAH2 inh: 0; EBNA-1 inhibitor: -9

(listing goes on)
How did O=C(COC(=O)CNC(=O)c1cccs1)Nc1ccccc1C(F)(F)F do in these assays?
PAFAH1B3 inh: 16; LYPLA1 counter: 1; ZTA counter: 6; PREPL inh: -2; PAD4 inh: -2; LYPLA2 counter: 3; GSTO1 counter: 1; PAFAH2 inh: 9; EBNA-1 inhibitor: -8

Results for Cc1ccc(C(=O)NCC(=O)OCC(=O)N(CC(C)C)c2c(N)n(Cc3ccccc3)c(=O)[nH]c2=O)cc1C ?
PAFAH1B3 inh: -1; LYPLA1 counter: 2; ZTA counter: -17; PREPL inh: 18; PAD4 inh: -3; LYPLA2 counter: 8; GSTO1 counter: 7; PAFAH2 inh: -5; EBNA-1 inhibitor: -2

Results for CC(C)Cn1c(SCC(=O)O)nnc1-c1cccc(S(=O)(=O)N2CCOCC2)c1 ?
PAFAH1B3 inh: 2; PREPL inh: 8; PAD4 inh: 0; PAFAH2 inh: 5

What do the screens show for `C/C(CC(=O)Nc1cc(C)ccn1)=N\NC(=O)c1ccccc1C`?
PAFAH1B3 inh: 4; LYPLA1 counter: 5; ZTA counter: -12; PREPL inh: 16; PAD4 inh: -2; LYPLA2 counter: 5; GSTO1 counter: 20; PAFAH2 inh: -1; EBNA-1 inhibitor: 6

Results for CC1=CC=CC2=NC(=O)CC(C)(C(=O)O)N12 (configuration not stated) ?
PAFAH1B3 inh: 6; LYPLA1 counter: 0; ZTA counter: -1; PREPL inh: 2; PAD4 inh: -1; LYPLA2 counter: 6; GSTO1 counter: 2; PAFAH2 inh: 2; EBNA-1 inhibitor: 5

Results for Cc1nc(N)ncc1C(=O)Nc1ccccc1 ?
PAFAH1B3 inh: 19; LYPLA1 counter: -1; ZTA counter: -7; PREPL inh: -6; PAD4 inh: -4; LYPLA2 counter: 5; GSTO1 counter: 3; PAFAH2 inh: 7; EBNA-1 inhibitor: 9

How did OC[C@H]1O[C@@H](Oc2cc(O)cc(/C=C/c3ccc(O)cc3)c2)[C@H](O)[C@@H](O)[C@@H]1O do in these assays?
LYPLA1 counter: -2; ZTA counter: -5; PREPL inh: 7; PAD4 inh: -3; LYPLA2 counter: -2; GSTO1 counter: -1; EBNA-1 inhibitor: 6

Results for Cc1cccc(NNC(N)=S)c1 ?
PAFAH1B3 inh: 5; LYPLA1 counter: -2; ZTA counter: 6; PREPL inh: -1; PAD4 inh: 3; LYPLA2 counter: -2; GSTO1 counter: 6; PAFAH2 inh: 3; EBNA-1 inhibitor: 5

Results for CCOC(=O)Cn1c(=O)oc2cc(S(=O)(=O)N3CCN(C(=O)c4ccco4)CC3)ccc21 ?
PAFAH1B3 inh: 6; LYPLA1 counter: -2; ZTA counter: -13; PREPL inh: 8; PAD4 inh: -1; LYPLA2 counter: 0; GSTO1 counter: 4; PAFAH2 inh: -1; EBNA-1 inhibitor: 2

What do the screens show for `COc1ccc(NC(=O)CN(C)C(=O)CCSc2ccc(C)cc2)cc1`?
PAFAH1B3 inh: 7; LYPLA1 counter: -3; ZTA counter: 12; PREPL inh: 7; PAD4 inh: -3; LYPLA2 counter: -1; GSTO1 counter: -2; PAFAH2 inh: -3; EBNA-1 inhibitor: 1

What do the screens show for `CCOc1ncccc1C(=O)N(C)CC(=O)Nc1ccc(F)cc1`?
PAFAH1B3 inh: 9; LYPLA1 counter: 0; ZTA counter: -5; PREPL inh: 16; PAD4 inh: -2; LYPLA2 counter: -4; GSTO1 counter: -3; PAFAH2 inh: -5; EBNA-1 inhibitor: -12

Results for COc1ccc(C2=C(CC(=O)O)C(=O)CC2)cc1 ?
PAFAH1B3 inh: -6; LYPLA1 counter: 2; ZTA counter: 12; PREPL inh: 1; PAD4 inh: 5; LYPLA2 counter: -2; GSTO1 counter: -2; PAFAH2 inh: -1; EBNA-1 inhibitor: 8
